SENP1 inh = human SENP1 catalytic domain inhibitors, primary screen, biochemical, FRET, uHTS; recombinant SENP1 catalytic domain, CyPet-SUMO1-YPet FRET cleavage; hit rate 0.21% among 360,000; inhibition, % at 10 µM; AID 624204, 2012; Sentrin-specific protease 1 (Homo sapiens), Q9P0U3;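 active = inhibition at least 30% at 10 µM, raw YFP signal under a set limit, fluorescence ratio 0.5 to 1.5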;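 note: 0% = enzyme with DMSO and 100% = no enzyme wells; some results filed as inactive read as strong as hits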
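Compound: 10 µM single point, 0.5% DMSO; Test system: hSENP1 catalytic domain, recombinant; Timing: 50 min reaction at room temperature; Technique: FRET, CFP and YFP emission; Control set: no-enzyme wells low, DMSO-plus-enzyme wells high control.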
SENP8 block-1 = human SENP8 protease inhibitors, primary screen, biochemical, fluorescence, Nedd8 protein substrate, uHTS; Sentrin-specific protease 8 (Homo sapiens), Q96LD8; recombinant SENP8; inhibition, % at 20 µM; hit rate 0.64% among 360,000; AID 602440, 2012; in the data active = inhibition mostly above about 40%, no sharp cut-off; inactive = mostly below about 27%
APOBEC3G inh = APOBEC3G DNA deaminase inhibitors, primary screen, biochemical, fluorescence, single-stranded DNA substrate, uHTS | DNA dC->dU-editing enzyme APOBEC-3G (Homo sapiens), Q9HC16 | inhibition, % at 20 µM | recombinant A3G, ssDNA deamination FAM/TAMRA fluorescence | hit rate 0.28% among 330,000;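 active = inhibition of at least 40% at 20 µM, with no more than 30% in the related APOBEC3A deaminase screen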;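 note: plate controls were DMSO wells with A3G for no effect and wells lacking A3G enzyme for full effect; some compounds called inactive have numbers as strong as hits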
Apaf-1 inh = inhibitors of human Apaf-1 apoptosome, primary screen, biochemical, DEVD-Rh110 fluorescence, uHTS; reconstituted apoptosome caspase-3 activity; inhibition, % at 20 µM; hit rate 0.71% among 330,000; Apoptotic protease-activating factor 1 (Homo sapiens), O14727; active = inhibition of at least 40% at 20 µM;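 note: plate controls were DMSO wells for no effect and DEVD-CHO caspase inhibitor wells for full effect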
Target sequence (O14727 whole entry, looked up): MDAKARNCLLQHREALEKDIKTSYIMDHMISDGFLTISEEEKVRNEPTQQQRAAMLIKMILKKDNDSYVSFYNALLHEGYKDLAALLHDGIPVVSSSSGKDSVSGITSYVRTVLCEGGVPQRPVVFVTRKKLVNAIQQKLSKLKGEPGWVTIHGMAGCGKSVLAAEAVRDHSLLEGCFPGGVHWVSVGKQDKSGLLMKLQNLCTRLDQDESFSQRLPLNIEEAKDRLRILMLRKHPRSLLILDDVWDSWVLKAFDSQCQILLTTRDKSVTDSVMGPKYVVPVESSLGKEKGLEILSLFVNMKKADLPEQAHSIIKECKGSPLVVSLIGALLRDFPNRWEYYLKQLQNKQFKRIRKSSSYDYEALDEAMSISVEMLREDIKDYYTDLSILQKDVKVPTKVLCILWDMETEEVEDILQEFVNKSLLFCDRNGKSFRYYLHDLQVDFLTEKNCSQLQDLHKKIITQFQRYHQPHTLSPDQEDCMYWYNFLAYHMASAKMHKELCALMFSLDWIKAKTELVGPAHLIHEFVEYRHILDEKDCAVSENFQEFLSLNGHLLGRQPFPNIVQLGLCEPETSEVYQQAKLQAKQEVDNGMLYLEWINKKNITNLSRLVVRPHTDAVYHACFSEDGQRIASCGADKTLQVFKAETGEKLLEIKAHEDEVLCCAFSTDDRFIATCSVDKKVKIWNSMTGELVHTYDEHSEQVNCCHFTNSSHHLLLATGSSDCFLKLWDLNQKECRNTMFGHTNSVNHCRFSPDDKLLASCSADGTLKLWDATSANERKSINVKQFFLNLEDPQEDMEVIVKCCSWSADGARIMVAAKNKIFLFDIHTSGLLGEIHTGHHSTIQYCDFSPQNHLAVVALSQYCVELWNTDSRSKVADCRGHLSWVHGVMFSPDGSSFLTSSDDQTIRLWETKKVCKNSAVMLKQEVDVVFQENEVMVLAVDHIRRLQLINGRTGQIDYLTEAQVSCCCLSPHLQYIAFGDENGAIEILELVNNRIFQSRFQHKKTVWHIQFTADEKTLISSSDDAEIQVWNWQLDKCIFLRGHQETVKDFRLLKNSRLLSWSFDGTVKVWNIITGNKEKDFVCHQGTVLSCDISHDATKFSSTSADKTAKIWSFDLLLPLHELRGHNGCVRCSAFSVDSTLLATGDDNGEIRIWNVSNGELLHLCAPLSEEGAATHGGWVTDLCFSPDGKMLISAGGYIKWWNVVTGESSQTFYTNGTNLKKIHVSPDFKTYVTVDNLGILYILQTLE
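System: reconstituted apoptosome with Apaf-1, cytochrome c, caspase-9, procaspase-3, dATP; Signal: Rh110 fluorescence intensity; Schedule: 30 min compound preincubation, 50 min activation, room temperature; Reagent: cytochrome c trigger plus (Z-DEVD)2-Rh110 caspase-3 substrate.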
SENP7 block = SENP7 protease inhibitors, primary screen, biochemical, luminescence, uHTS | Sentrin-specific protease 7 (Homo sapiens), Q9BQF6 | recombinant SENP7, Z-RLRGG-aminoluciferin luminescence, 40 min | inhibition, % at 5 µM | hit rate 1.5% among 330,000 | AID 434973, 2010;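 active = inhibition above about 50% at the single test dose, limit read from the data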;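 note: plate controls were DMSO with enzyme for no effect and no enzyme buffer wells for full effect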
SENP6 inh = SENP6 protease inhibitors, primary screen, biochemical, luminescence, uHTS. Sentrin-specific protease 6 (Homo sapiens), Q9GZR1. Recombinant SENP6 catalytic domain, aminoluciferin luminescence. inhibition, % at 10 µM. hit rate 1.8% among 330,000;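 active = inhibition above about 50% at the single tested dose, limit read from the data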;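 note: plate controls were DMSO wells with enzyme for no effect and DMSO wells lacking enzyme for full effect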
UBC13 inh = UBC13 polyubiquitin chain formation inhibitors, primary screen, biochemical, TR-FRET, uHTS. Ubiquitin-conjugating enzyme E2 N (Homo sapiens), P61088. inhibition, % at 20 µM. hit rate 0.47% among 330,000; in the data active = inhibition above about 45%, passing the limit was not always enough
SENP8 block-2 = SENP8 protease inhibitors, primary screen, biochemical, luminescence. AID 2540, 2010. purified SENP8, Z-RLRGG-aminoluciferin cleavage. inhibition, % at 10 µM. hit rate 1.2% among 330,000; in the data active = inhibition above about 50%
Numbers without * were called inactive; / = not tested or not shown.

canonical_smiles,SENP1 inh,SENP8 block-1,APOBEC3G inh,Apaf-1 inh,SENP7 block,SENP6 inh,UBC13 inh,SENP8 block-2
CCOC(=O)CSc1nnc(CNC(=O)c2ccco2)n1C,1,6,-4,-28,6,-9,8,1
CCc1c(C)sc2nc3c(C(=O)N4CCOCC4)cc(C(=O)c4cc(F)ccc4O)cn3c(=O)c12,3,1,-3,14,5,-4,-11,0
CO/N=C/CC(=O)c1ccc(OC)cc1,2,12,-3,-5,-3,0,-2,-10
CC(=O)Nc1ccc(S(=O)(=O)NCC(=O)OCC(=O)N2CC(C)OC(C)C2)cc1 (stereo not drawn),0,14,-6,0,-8,-13,0,-11
C/C=C\C=C\C(=O)Nc1cccc(C2=NOC3(C2)C[C@H](C(N)=O)N(C(=O)c2ccccc2C(=O)c2ccccc2)C3)c1 (stereo partly drawn),/,/,-8,0,-2,-23,-26,-6
O=C(NCc1cc(C(F)(F)F)cc(C(F)(F)F)c1)C1CC(c2ccccc2C(F)(F)F)=NO1 (stereo not drawn),/,/,-11,22,-13,-11,16,-8
O=S(=O)(NCCCCCNS(=O)(=O)c1ccc(F)cc1)c1ccc(F)cc1,-1,18,-3,10,-3,-16,-2,-1
Oc1ccc(Cl)cc1-c1cc(-c2cccc(Br)c2)n[nH]1,-3,-1,-1,17,2,3,5,-10
Cc1ccccc1CSc1nnc(-c2cccnc2)n1N,2,10,-2,-2,1,5,-8,6
O=C(CSc1ccccc1)Nc1ccc(C(=O)Nc2cccc(O)c2)cc1,-1,4,-8,-5,3,-1,6,3
CCCCN(C(=O)Cn1nnc2ccccc21)C(C(=O)NCc1ccco1)c1ccncc1 (stereo not drawn),0,14,-8,-4,-10,-6,-1,-4
COc1ccccc1Nc1nc2nonc2nc1N1CCCCC1C (stereo not drawn),1,15,-7,5,-4,-3,2,5
Cc1cc(C)c(NC(=O)CSc2nc(COc3ccccc3)nc3ccccc23)c(C)c1,-16,21,-5,4,-12,-3,-3,-6
CC(=O)c1cc2c(cc1NC(=O)CN1CCN(c3ccc(F)cc3)CC1)OCO2,2,-39,-1,21,3,-17,4,-1
NC(=O)C1CCN(S(=O)(=O)c2ccc3c(c2)OCCO3)CC1,-2,30,-4,-13,6,-21,16,3
O=C(COC(=O)c1ccccc1O)Nc1cc(S(=O)(=O)N2CCCCCC2)ccc1Cl,5,-3,5,5,4,-13,-1,1
CCOC(=O)Cc1csc2nc3sc(C)c(C)c3c(=O)n12,0,-182,-1,9,-8,-10,8,-2
COc1cc(/C=C/C(=O)N2CCN(CC(O)COc3ccccc3)CC2)cc(OC)c1OC (stereo not drawn),1,-106,1,7,-1,-34,-10,-5
Cc1ccc(SCC2(O)CCN(S(=O)(=O)c3ccc(Cl)cc3)CC2)cc1,3,26,-1,23,-4,-11,8,1
O=S(=O)(c1cccc(-c2cn3cc(Cl)ccc3n2)c1)N1CCOCC1,2,-216,-3,-3,-7,4,-8,-8

Four of these compounds in a different format.
O=C(COC(=O)c1ccccc1O)Nc1cc(S(=O)(=O)N2CCCCCC2)ccc1Cl
  SENP1 inh: 5	SENP8 block-1: -3	APOBEC3G inh: 5	Apaf-1 inh: 5	SENP7 block: 4	SENP6 inh: -13	UBC13 inh: -1	SENP8 block-2: 1
CCOC(=O)Cc1csc2nc3sc(C)c(C)c3c(=O)n12
  SENP1 inh: 0	SENP8 block-1: -182	APOBEC3G inh: -1	Apaf-1 inh: 9	SENP7 block: -8	SENP6 inh: -10	UBC13 inh: 8	SENP8 block-2: -2
COc1cc(/C=C/C(=O)N2CCN(CC(O)COc3ccccc3)CC2)cc(OC)c1OC (stereo not drawn)
  SENP1 inh: 1	SENP8 block-1: -106	APOBEC3G inh: 1	Apaf-1 inh: 7	SENP7 block: -1	SENP6 inh: -34	UBC13 inh: -10	SENP8 block-2: -5
Cc1ccc(SCC2(O)CCN(S(=O)(=O)c3ccc(Cl)cc3)CC2)cc1
  SENP1 inh: 3	SENP8 block-1: 26	APOBEC3G inh: -1	Apaf-1 inh: 23	SENP7 block: -4	SENP6 inh: -11	UBC13 inh: 8	SENP8 block-2: 1

(next part)
canonical_smiles,SENP1 inh,SENP8 block-1,APOBEC3G inh,Apaf-1 inh,SENP7 block,SENP6 inh,UBC13 inh,SENP8 block-2
Cc1nc2ccc(S(=O)(=O)NCC(=O)NCc3ccc(Cl)cc3)cc2s1,0,10,-7,-2,8,1,16,-1
CCCCN1C(=O)C(=O)N(CC(=O)Nc2sc(CC)cc2C(=O)OCC)C1=O,-2,-2,-1,12,-3,0,2,-3
CCOC(=O)C1CCN(S(=O)(=O)c2cc(Br)cc3c2N(C(C)=O)C(C)C3)CC1 (stereo not drawn),0,21,-4,12,-6,2,6,3
COc1ccc(-n2c3c(cc(C(=O)NNc4ccccc4)c2=O)C(=O)CC(C)(C)C3)cc1,4,17,-1,7,1,5,-4,0
Cc1ccccc1NS(=O)(=O)c1ccc(C(=O)OCC(=O)NCC(C)C)cc1,-2,16,-1,6,0,-10,2,2
COc1cc(S(=O)(=O)NCC2CCCO2)ccc1Br (stereo not drawn),3,8,-6,-11,-3,1,3,-9
O=C(CNC(=O)c1cncc(Br)c1)Nc1ccc(F)c(F)c1F,-1,9,2,7,-2,11,4,0
COc1ccc(S(=O)(=O)N2CCCCC2)cc1NC(=O)c1cncc(Br)c1,1,17,-9,2,3,-6,8,-3
COC(=O)/C=C1\OC(c2ccccc2)=CC1=O,/,/,-5,1,7,2,0,5
COCCN1C(=O)C(CC(=O)Nc2ccccc2)SC1=Nc1ccc(OC)cc1 (stereo not drawn),1,11,-1,0,0,-15,9,2
CCOc1ccc(/C=N/Nc2cc(=O)n(C)c(=O)n2C)cc1,-19,7,-4,13,-3,-13,-3,-5
CSc1nc(O)c(C(c2cccc([N+](=O)[O-])c2)c2c(O)nc(SC)[nH]c2=O)c(=O)[nH]1,4,2,-8,2,0,-1,-2,4
Cc1cc(C)nc(N2CCCC(C(=O)Nc3ccc4c(c3)OCCO4)C2)n1 (stereo not drawn),2,2,-5,-14,3,-5,26,4
CC(C)C(NS(=O)(=O)c1cccs1)C(=O)N1CCc2ccccc2C1 (stereo not drawn),-5,11,-5,8,-2,-8,4,0
CCCCn1c(N2CCC(Cc3ccccc3)CC2)nc2c1c(=O)[nH]c(=O)n2C,3,23,-8,37,0,8,11,35
CCN(CC)C(=O)c1ccccc1NS(=O)(=O)c1cccs1,0,3,-7,-19,5,-14,-2,-10
O=C1CC(c2ccco2)Cc2nc(Nc3nc(-c4ccccc4)c4ccccc4n3)ncc21 (stereo not drawn),8,-99,9,23,-8,6,-20,2
CCOc1ccc(/C=N/NC(=S)NC2CC3CCC2C3)cc1 (stereo not drawn),2,33,-10,19,-2,4,1,-10
Cc1cccc(Nc2nc3ccccc3n3nnnc23)c1,0,-52,-3,2,-2,-8,7,4
CC(=O)c1cccc(CN2CCCC(C(=O)Nc3ccc(-c4ccco4)cc3)C2)c1 (stereo not drawn),-9,-18,-6,9,0,3,7,-5

Continued:
compound | SENP1 inh | SENP8 block-1 | APOBEC3G inh | Apaf-1 inh | SENP7 block | SENP6 inh | UBC13 inh | SENP8 block-2
O=C(O)c1ccccc1/C=N/Nc1ccc(S(=O)(=O)N2CCCC2)cc1[N+](=O)[O-] | 3 | 38 | -7 | -7 | 3 | -1 | -78 | 3
O=C(COC(=O)c1cc(Cl)cc(Cl)c1)NCCN1C(=O)CSC1=O | 3 | 10 | -8 | -6 | 0 | 8 | 12 | 0
CCOc1ccc(CN2CCN(Cc3cnn(CC)c3C)CC2CCO)cc1 (stereo not drawn) | 0 | 22 | -7 | 5 | -7 | -12 | -5 | -4
CCn1c(=O)c(-c2ccccc2)c(O)c2ccccc21 | 0 | -278 | -2 | 5 | -5 | -12 | 6 | -6
O=C(NCC(=O)N1CCN(c2ccccc2)CC1)c1ccco1 | 4 | 7 | -3 | -13 | 1 | 1 | -2 | 8
Cc1ccc(/C([O-])=C(/C(=S)NCc2ccco2)[n+]2ccccc2)cc1 | / | / | 18 | 9 | 4 | 18 | 0 | 0
COc1cc(C(=O)NCCc2ccc(F)cc2)ccc1OCC(=O)N1CCOCC1 | -2 | 4 | -1 | 0 | 3 | 8 | -2 | -4
O=C(/C=C/c1ccc2c(c1)OCO2)Nc1cccnc1 | -1 | -257 | -3 | -9 | 85* | 84* | 0 | 77*
COc1cc(/C=N/NC(=O)C(C)n2nnc3ccccc32)ccc1O (stereo not drawn) | 0 | 18 | -5 | -4 | 2 | -20 | -6 | 0
O=C(O)CCCNS(=O)(=O)/C=C/c1ccccc1 | 4 | 1 | -9 | -16 | 1 | 10 | 5 | 0
N/C(=N\OC(=O)c1cccc(Cl)c1)c1ccccn1 | 4 | 11 | -7 | 0 | 94* | 92* | -1 | 87*
O=C(CSc1nc2ccccc2s1)NC(=O)NCc1ccco1 | -1 | -5 | -2 | 17 | 9 | -4 | 0 | -3

Grouped by structure: the compounds so far containing a COOH group
compound | SENP1 inh | SENP8 block-1 | APOBEC3G inh | Apaf-1 inh | SENP7 block | SENP6 inh | UBC13 inh | SENP8 block-2
O=C(O)c1ccccc1/C=N/Nc1ccc(S(=O)(=O)N2CCCC2)cc1[N+](=O)[O-] | 3 | 38 | -7 | -7 | 3 | -1 | -78 | 3
O=C(O)CCCNS(=O)(=O)/C=C/c1ccccc1 | 4 | 1 | -9 | -16 | 1 | 10 | 5 | 0

Next section
compound | SENP1 inh | SENP8 block-1 | APOBEC3G inh | Apaf-1 inh | SENP7 block | SENP6 inh | UBC13 inh | SENP8 block-2
CCOc1ccc(-c2csc(N)c2C(=O)OC)cc1 | -1 | 8 | 15 | 9 | -1 | -5 | 3 | -1
O=C(Nc1cccc(C(F)(F)F)c1)C(Sc1n[nH]c(=O)[nH]c1=O)c1ccccc1 (stereo not drawn) | 3 | 14 | 6 | -10 | 0 | -8 | -4 | 1
CCc1c(C)nc2c(C#N)c(C)[nH]n2c1=O | 1 | 16 | 24 | 4 | -3 | -20 | 0 | -8
Cc1ccc(-c2nnc(SCC(=O)NC3CC3)o2)cc1 | 2 | 9 | -4 | -3 | -10 | -5 | 3 | -8
CN1/C(=C/C=C(C#N)C#N)C=Cc2ccccc21 | 97* | 22 | 0 | -15 | 11 | -15 | -101 | -1
CCOC(=O)/C=C1\SCC(=O)N1CC(=O)NC1CCCCC1 | 1 | 7 | 6 | 0 | 2 | -7 | 3 | -4
CCOc1ccc(C(=O)COC(=O)c2cc([N+](=O)[O-])ccc2N2CCOCC2)cc1 | -1 | 8 | -12 | 22 | 3 | -5 | -8 | -1
COCCCN(CC(=O)Nc1ccc(N2CCOCC2)cc1)S(=O)(=O)c1ccc(C)cc1 | 0 | 4 | -3 | -4 | -3 | 3 | 6 | 4
CC(C)c1ccc(S(=O)(=O)N2CCN(C(=O)CN3C(=O)c4ccccc4C3=O)CC2)cc1 | 3 | 10 | -8 | 4 | -8 | -18 | -20 | -6
